Screens (PubChem BioAssay)
NPC1 prom act – qHTS Assay for NPC1 Promoter Activators | Huh7 NPC1 promoter luciferase reporter, 24 h | Potency, µM (top dose mostly 9.22 µM), without a hit: at the top dose activation, usual class: activators | 320,000 compounds, 2.4% hits | AID 485313, 2010;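 also: % of control where 0% means no effect; nearly all actives have a fitted effect of over 60% in size; reporter is driven by a mutant NPC1 promoter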
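Huh7 cells stably carrying NPC1 promoter–luciferase, plated in Opti-MEM with 10% FBS for 2 h, were exposed to compound in DMSO for 24 h at 37 °C; luciferase reagent was added for 10 min and luminescence read.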
p53 reactivator – qHTS assay for re-activators of p53 using a Luc reporter | 320,000 compounds, 0.063% hits | AID 504706, 2011 | H1299 p53-A138V BP100-luciferase reporter, luminescence, 24 h | Potency, µM (highest dose often 92.2 µM), for inactives: at the highest dose activity change, positive = activation, hits mostly activators; also: % of control where 0% means no effect; nearly all actives have a fitted effect of over 45% in size
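H1299 (p53-null), stable ts p53-A138V + BP100-Luc; 1000 cells/well, Opti-MEM/10% FBS; cpd 4 pt, 1:5; 24 h, 37 deg C, 5% CO2; detection reagent 10 min RT; luminescence.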
Rab9 prom act – qHTS Assay for Rab9 Promoter Activators; Huh7 Rab9 promoter-luciferase reporter, luminescence, 24 h; Potency, µM (doses to about 9.22 µM), for inactives: top-dose activation, negative = inhibition, actives largely listed as activators; 320,000 compounds, 2.8% hits; AID 485297, 2010; also: % of control where 0% means no effect; nearly all actives have a fitted effect of over 60% in size
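Using Huh7 cells stably transfected with Rab9 promoter–luciferase, compounds were incubated 24 h at 37 °C, 5% CO2; luciferase luminescence was read 10 min after reagent addition.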
RORg inh – qHTS for inhibitors of ROR gamma transcriptional activity. Drosophila S2 Gal4-RORgamma UAS-luciferase reporter, 20 h. AID 2551, 2010. 310,000 compounds, 5.4% hits. Potency, µM (top dose mostly 53.6 µM), without a hit: at the highest dose activity change, negative = inhibition, actives largely listed as inhibitors. Nuclear receptor ROR-gamma (Mus musculus), P51450; also: % is scaled to controls: 0 for no effect and ±100 for the full control effect; nearly all actives have a fitted effect of over 60% in size
Target sequence (P51450 whole entry, looked up, the tested form may be a part): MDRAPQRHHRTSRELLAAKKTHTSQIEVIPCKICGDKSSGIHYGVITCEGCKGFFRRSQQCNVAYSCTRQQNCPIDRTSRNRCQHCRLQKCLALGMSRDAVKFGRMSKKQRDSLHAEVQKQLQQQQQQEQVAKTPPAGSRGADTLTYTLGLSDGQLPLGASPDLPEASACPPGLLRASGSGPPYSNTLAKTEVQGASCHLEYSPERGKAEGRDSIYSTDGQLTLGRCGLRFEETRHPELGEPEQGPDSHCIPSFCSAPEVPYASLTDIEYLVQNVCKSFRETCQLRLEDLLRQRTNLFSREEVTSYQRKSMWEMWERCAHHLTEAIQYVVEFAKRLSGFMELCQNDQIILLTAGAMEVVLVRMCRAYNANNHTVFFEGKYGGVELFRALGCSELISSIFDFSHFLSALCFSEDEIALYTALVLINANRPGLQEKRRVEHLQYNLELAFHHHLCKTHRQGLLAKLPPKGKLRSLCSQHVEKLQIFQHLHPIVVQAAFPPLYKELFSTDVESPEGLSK
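Schneider cells (Drosophila), stable Gal4 DBD–ROR gamma + UAS-luc; 1 hr cmpd preincubation; Cu2+ induction 700 uM final; 20 hr ambient; luminescence.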
uPA surface inh – qHTS for Inhibitors of Cell Surface uPA Generation | cell surface uPA generation assay, qHTS | 330,000 compounds, 0.31% hits | Potency, µM (highest dose often 38.3 µM), for inactives: at the top dose activity change, negative = inhibition, most hits filed as inhibitors; active = well fitted inhibition curve with a large enough effect; inconclusive = small, poorly fitted or top-dose-only effect; inactive = no such curve, though single readings can be large or run the other way; tested in mouse RAW 264.7 cells; also: % is scaled to controls: 0 for no effect and ±100 for the full control effect; nearly all actives have a fitted effect of over 55% in size
BRCA1 expr act – qHTS Assay to Identify Small Molecule Activators of BRCA1 Expression; MCF7-BRCA1-FFLuc reporter, luminescence, 48 h; response scale: scaled: vehicle 0%, 10 µM genistein 100%; Potency, µM (doses to about 46.1 µM), inactives show top-dose activation, actives largely listed as activators; 380,000 compounds, 1.1% hits; also: nearly all actives have a fitted effect of over 80% in size; some results filed as inactive show a strong effect at the top dose
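Reporter cells (MCF7, BRCA1 promoter-firefly luciferase) received library compounds across a concentration series for 48 h. End-point luminescence was measured and concentration-effect curves derived after normalization.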
MLL CXXC-DNA inh – qHTS Fluorescence Polarization Assay for Inhibitors of MLL CXXC domain - DNA interaction; Histone-lysine N-methyltransferase 2A (Homo sapiens), Q03164; Potency, µM (titrated, usually from 115 µM), without a hit: top-dose activity change, negative = inhibition, actives largely listed as inhibitors; 290,000 compounds, 0.037% hits; AID 2662, 2010; MLL-CXXC / FITC-HOXA9 DNA fluorescence polarization; active = well fitted inhibition curve with a large enough effect in the polarisation, with a control signal flat, not every such curve was filed as active; inconclusive = small, poorly fitted or top-dose-only effect, or effect the other way, or a change in a side signal; inactive = no such curve, though single readings can be large or run the other way; the % refers to the polarisation
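Steps: dispense CXXC domain solution (7 uM) → pin compounds or unlabeled HOX-A9 DNA control → 5 min ambient → add FLSN-HOX-A9 solution (50 nM) → spin → 30 min ambient → fluorescence polarization. Tris pH 7.5/NaCl/DTT/BSA buffer.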
ELG1 genotoxic – qHTS screen for small molecules that induce genotoxicity in human embryonic kidney (HEK293T) cells expressing luciferase-tagged ELG1 | AID 504466, 2011 | Potency, µM (top dose mostly 46 µM), without a hit: top-dose activity change, positive = activation, most hits filed as activators | HEK293T ELG1-luciferase reporter, luminescence, 16 h | 330,000 compounds, 1.3% hits; also: % of control where 0% means no effect; nearly all actives have a fitted effect of over 60% in size
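DMSO vehicle served as control against compound-treated ELG1-luciferase HEK293T cells; exposure lasted 16 hr at 37 °C and 5% CO2, followed by ONE-Glo luminescence detection after 30 min.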
VP16 counter – VP16 counterscreen qHTS for inhibitors of ROR gamma transcriptional activity | AID 2546, 2010 | 310,000 compounds, 3.5% hits | Drosophila S2 Gal4-VP16 UAS-luciferase, luminescence, 20 h | Potency, µM (doses to about 53.6 µM), without a hit: top-dose activity, negative = inhibition, hits mostly inhibitors;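 also: Gal4-VP16 expression switched on by copper sulfate through the metallothionein promoter; % is scaled to controls: 0 for no effect and ±100 for the full control effect; nearly all actives have a fitted effect of over 50% in size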
FLuc modulator – qHTS profiling assay for firefly luciferase inhibitor/activator using purifed enzyme and Km concentrations of substrates (counterscreen for miR-21 project); Luciferin 4-monooxygenase (Photinus pyralis), P08659; Potency, µM (doses to about 57.5 µM), inactives show at the highest dose activity change, negative = inhibition, actives largely listed as inhibitors; 360,000 compounds, 6.9% hits; purified FLuc, Km substrates, luminescence inhibition; AID 588342, 2011;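 also: plate controls were vehicle for no effect and reference inhibitor for full effect; nearly all actives have a fitted effect of over 55% in size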
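Purified P. pyralis luciferase (10nM final) with 10uM D-luciferin and 10uM ATP (Km levels) in 50mM Tris acetate pH 7.5, 10mM Mg acetate, 0.01% Tween-20, 0.05% BSA; qHTS 6-point titration, ~60 µM downward; luminescence read.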
MBNL1 CUG block – qHTS Assay for Inhibitors of MBNL1-poly(CUG) RNA binding; 280,000 compounds, 0.036% hits; Potency, µM (doses to about 57.5 µM), without a hit: top-dose activity change, negative = inhibition, hits mostly inhibitors; TR-FRET MBNL1-His/biotin-(CUG)12 binding, 665/545 ratio; active = well fitted inhibition curve with a large enough effect in the signal ratio, with a control signal flat, not every such curve was filed as active; inconclusive = small, poorly fitted or top-dose-only effect, or effect the other way, or a change in a side signal; inactive = no such curve, though single readings can be large or run the other way; the % refers to the signal ratio; also: % is scaled to controls: 0 for no effect and ±100 for the full control effect
Target sequence (Q9NR56 whole entry, looked up): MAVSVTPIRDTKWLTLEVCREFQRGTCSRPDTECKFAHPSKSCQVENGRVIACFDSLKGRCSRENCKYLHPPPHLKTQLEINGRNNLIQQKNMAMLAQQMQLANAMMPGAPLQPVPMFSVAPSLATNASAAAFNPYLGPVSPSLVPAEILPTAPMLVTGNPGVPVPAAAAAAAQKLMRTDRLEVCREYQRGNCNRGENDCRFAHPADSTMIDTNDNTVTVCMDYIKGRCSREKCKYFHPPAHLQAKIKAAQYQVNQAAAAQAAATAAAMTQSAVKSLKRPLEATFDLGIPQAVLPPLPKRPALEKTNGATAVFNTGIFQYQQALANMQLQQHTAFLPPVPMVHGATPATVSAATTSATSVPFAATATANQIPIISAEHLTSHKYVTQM
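TR-FRET readout: Ex 340 nm, 665/545 nm emission ratio, normalized to buffer-only (basal) and MBNL1-(CUG)12 controls. Complex of MBNL1-His with Biotin-(CUG)12, compounds 92 nM–58 uM, incubated 60 min at room temperature.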
The depositor's hits bear a star; ? = inconclusive; . = not tested or not shown; & = joins results of further samples; [ ] = another dose, or the depositor's remark. Unless noted, calls follow the shape of the dose curve; as a rule, active = well fitted curve in the direction sought with a large enough effect; inconclusive = small, poorly fitted or top-dose-only effect, or another doubt; inactive = no such curve, though single readings can be large; an effect the other way counts as inactive or inconclusive. Potency is read from the fitted curve at half-maximal effect. The list is partial (hit frequency here may not be typical).

SMILES	NPC1 prom act	p53 reactivator	Rab9 prom act	RORg inh	uPA surface inh	BRCA1 expr act	MLL CXXC-DNA inh	ELG1 genotoxic	VP16 counter	FLuc modulator	MBNL1 CUG block
CC1CCCN(C(=O)C(=O)c2cn(CC(=O)N3CCCCCC3)c3ccccc23)C1 (stereo not drawn)	-1%	-7%	0%	?	-5%	3%	-20%	-5%	-1%	0%	-1%
CN(C)S(=O)(=O)c1ccc(C(=O)OCn2nnc3ccccc3c2=O)cc1	-2%	6%	-1%	40%	9%	1%	0%	-10%	?	1%	5%
COc1cccc(NC(=O)Nc2ccc(CC(=O)O)cc2)c1	-7%	-2%	2%	?	-6%	9%	7%	1%	20µM*	19µM*	2%
Cc1cc(C)cc(NC(=O)CS(=O)(=O)c2cccc3nsnc23)c1	-2%	-7%	0%	-8%	0%	-34%	-9%	4%	2%	-3%	?
CCCCCCCc1ccc(C2NC(=S)NC3=C2C(=O)c2ccccc23)cc1 (stereo not drawn)	-2%	1%	-6%	5.6µM*	2%	1%	-12%	1%	?	4%	-3%
CCOC(=O)Nc1cc2c(C)cc(=O)oc2cc1C	-6%	-33%[inhibitor]	-8%	10%	2%	-13%	0%	3%	6%	-3%	4%
COc1ccc(OC)c(S(=O)(=O)N2CCC(C(=O)NCc3ccncc3)CC2)c1	1%	0%	-1%	-9%	3%	2%	0%	0%	-7%	1%	-2%
O=C(N/N=C/c1ccc2c(c1)OCO2)c1ccc(Cl)cc1Cl	2%	22%	3%	-13%	-1%	-29%	60%[activator]	2%	1%	?	?
NC(=S)N=Nc1c(O)n(CC(=O)Nc2ccccc2)c2ccccc12	3%	-1%	-10%	?	-12%	-4%	5%	3%	-15%	1%	3%
Cc1ccc(C(=O)N/C(=C\c2ccco2)C(=O)NCCCn2ccnc2)cc1C	-3%	-1%	2%	20%	3%	-2%	-2%	1%	?	11%	7%
CCN(CC)CCn1c2c(c(SCC(=O)Nc3nc(C)cs3)nc1=O)CCCC2	4%	-4%	9%	.	-5%	0%	.	0%	.	-1%	.
C=CCNC(=O)c1ccc2nc(-c3ccccc3)c(-c3ccccc3)nc2c1	-4%	-6%	-5%	15%	-1%	-36%	5%	-6%	1%	-1%	?
CCOC(=O)c1ccc(N2C(=O)CC(SCC(N)C(=O)OCC)C2=O)cc1 (stereo not drawn)	-3%	-4%	3%	15%	1%	0%	5%	6%	-3%	-1%	-1%
O=C(/C=C/c1ccc(O)c(O)c1)O[C@@H]1C[C@](O)(C(=O)O)C[C@@H](O)[C@H]1O	-3%&-3%	-1%&3%	-3%&-1%	.	6%&24%	6%&24%	.	7%&-3%	.	0%&-2%	.
Nn1c(SCC(=O)N2CCN(S(=O)(=O)c3ccc(Cl)cc3)CC2)nnc1-c1cccs1	-2%	-5%	-7%	?	-5%	-15%	-1%	0%	-3%	0%	2%
CN(c1ccccc1)S(=O)(=O)c1ccc(NC(=O)C2CC2)cc1	-8%	6%	10%	29%	13%	-9%	-2%	-8%	-16%	-14%	-6%
COc1cc(NC(=O)CSc2nnnn2-c2ccccc2)cc(OC)c1OC	.	.	.	16%	1%	0%	-2%	.	-5%	4%	-2%
CCn1cc(CN2CCC(n3nccc3NC(=O)CCOc3ccccc3)CC2)c(C)n1	-6%	5%	-3%	-25%	1%	4%	1%	0%	1%	0%	-7%
N#Cc1ccc(/C=C/C(=O)c2cccnc2)cc1	-11%	-11%	1%	7.9µM*	?	-25%	-3%	?	?	-13%	-1%
CSCCC(NC(=O)c1ccco1)C(=O)NCC(C)(C)N1CCOCC1 (stereo not drawn)	-1%	0%	-1%	.	-4%	30%	.	-1%	.	-2%	.
CCOc1ccc(C2C(C#N)=C(N)SC(N)=C2C#N)cc1OCC	0%	-4%	2%	-28%	-2%	0%	-4%	-2%	7.9µM*	-5%	?
N#Cc1cc2c(nc1SCc1ccncc1)CCC2	?	?	?	?	-14%	11µM*	3%	?	?	?	?
CCCN1CCN(C(=O)CN2C(=O)COc3ccc(S(=O)(=O)N(CC)CC)cc32)CC1	-4%	-1%	-5%	-9%	-10%	-3%	4%	0%	-3%	1%	-2%
Cc1ccc2c(CN3CCC(C(N)=O)CC3)cc(=O)oc2c1C	-4%	17%	-2%	?	3%	-11%	26%	5%	-30%	-15%	10%
COC(=O)CC(NC(=O)c1ccco1)c1ccc(C(C)C)cc1 (stereo not drawn)	-1%	-8%	3%	16%	-3%	-16%	14%	0%	-13%	0%	-9%
CCC(C)[C@H]1CNC(=S)N1CCC12CC3CC(CC(C3)C1)C2 (stereo partly drawn)	-21%	1%	-1%	0.89µM*	8%	-6%	-5%	-5%	2.8µM*	0%	-1%
CCOc1ccc(CN(C)CC(=O)Nc2cc(OC)c([N+](=O)[O-])cc2C)cc1	7%	-15%	1%	?	6%	-6%	-2%	-2%	4%	-3%	-18%
Cc1cccc(C(=O)OCC(=O)c2cccc(Br)c2)c1O	27%	14%	14%	9%	1%	78%	5%	?	4%	-3%	-5%
O=C(CSc1nc(C2CC2)nc2ccccc12)N1c2ccccc2Sc2ccc(C(F)(F)F)cc21	-5%	-6%	-13%	-7%	.	-45%	19%	-5%	5%[0.365 µM]	1%	3%
C#CCCc1ccccc1/C=[N+](/C)[O-]	2%	-9%	2%	.	6%	-58%	.	2%	.	?	.
COc1ccccc1CNC(=O)COC(=O)COc1ccccc1Cc1ccccc1	-3%	-3%	0%	.	1%	-15%	.	1%	.	-1%	.
COc1ccc(NC(=O)CNC(=O)CC23CC4CC(CC(C4)C2)C3)c(OC)c1	-1%	-1%	1%	.	7%	-25%	.	0%	.	-1%	.
CCc1ccc(NC(=S)N2CCCCCCC2)cc1	?	-1%	?	5.6µM*	-9%	?	4%	?	?	4.8µM*	-1%
CCCC(=O)Nc1ccc2c(c1)c1ccccc1n2CC	1%	1%	-5%	13%	-10%	-62%	-2%	1%	2%	-4%	.
O=C(c1cnn2c(C(F)(F)F)cc(-c3ccco3)nc12)N1CCc2ccccc2C1	-1%	-4%	-4%	-6%	2%	-28%	13%	-12%	-16%	-1%	?
O=C(OCn1ncc(Cl)c(Cl)c1=O)c1ccc(C(F)(F)F)cc1	-44%[inhibitor]	-10%	-50%[inhibitor]	?	-11%	-98%[inhibitor]	-3%	5%	7.1µM*	-10%	25%
COc1cc(C(F)(F)F)nc2c(Br)c(C(C)(C)C)nn12	-1%	2%	-2%	29%	2%	0%	-6%	?	-24%	-5%	-6%
Cn1c(Cc2ccccc2)nnc1SCC(=O)NCCc1ccccc1	-7%	-2%	-2%	4%	19%	0%	7%	12%	-4%[10 µM]	-5%	-4%
CCN1CCN(C(=O)C2CCN(S(=O)(=O)c3cccc4cccnc34)CC2)CC1	0%	1%	2%	-1%	4%	17%	0%	0%	0%	-2%	-1%
CC1(C(=O)Nc2cccc3ccccc23)CC1(Br)Br (stereo not drawn)	0%	1%	0%	21%	2%	-45%	-10%	-5%	-1%	-4%	7%
NC(=S)NNc1cc(Cl)cc(Cl)c1	-4%	0%	-6%	2.2µM*	-2%	-8%	-4%	-10%	4µM*	3%	0%
CNC(=O)Nc1ccccc1F	0%	1%	-5%	3%	-1%	-9%	26%	-5%	-2%	-1%	-1%
O=C(N/N=C/c1ccccn1)c1cc(C2CC2)nc2ccccc12	2%	10%	-3%	10µM*	0%	-32%	-16%	2%	13µM*	-1%	11%
Cc1ccc(C)c(N2CCN(C(=O)CCCn3ncn4c(cc5occc54)c3=O)CC2)c1	-1%	-2%	0%	3%	3%	-31%&-20%	-12%	-11%	2%	1%&3%	1%
Clc1ccc(-c2csc(-c3cccnc3)n2)s1	22%	13%	24%	37%	-12%	-16%	1%	11%	-5%	13µM*	30%
COc1ccc(NC(=O)/C(C#N)=C\c2ccc(Br)o2)cc1	19%	10%	25%	45%	14%	73%	5%	12%	-4%	-16%	3%
